KCNQ1 pot – human KCNQ1 channel potentiation or activation; CHO-K1 KCNQ1, thallium flux FluxOR fluorescence; hits give high values; P51787; 310,000 compounds, 0.35% hits; B-score at 10 µM;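 active = fluorescence ratio B-score, a plate-corrected score, at least three library SD, with initial intensity B-score within 5 SD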
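System: Stable KCNQ1 CHO-K1 line | Incubation: 90 min dye loading and 20 min compound exposure, both at room temperature | Measure: Ratio B score | Medium: Assay buffer for compound exposure, DMSO matched across wells | Compound dosing: Single-concentration screen | Probe or stimulus: K+/Tl+ depolarizing stimulus | Measured by: Kinetic FluxOR fluorescence, 10 s baseline plus 110 s post-stimulus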
GSK3beta inhib – human GSK3beta kinase inhibition; P49841; GST-GSK3beta kinase, ADP-Glo luminescence, 60 min; hits give low values; activity score (negative = inhibition), % at 10 µM; 300,000 compounds, 0.038% hits; AID 2097;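 active = more than half of replicate wells score below -50%, meaning over 50% inhibition versus plate controls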;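 note: 0% = median DMSO wells and -100% = median GW8510 positive control wells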
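Test system – GST-tagged human GSK3beta kinase, cell-free · Incubation – 60 min enzyme reaction, room temperature · Signal – ADP-Glo luminescence · Also added – peptide substrate and ATP at 25 µM · Controls – DMSO neutral wells and GW8510 at 20 µM as positive · Buffer or medium – Tris/MgCl2 kinase buffer · Measure – Luminescence-derived activity versus plate DMSO and GW8510 wells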
hERG rescue – shields human hERG channel from block by proarrhythmic agents. Q12809. CHO-hERG, FluxOR thallium flux, dofetilide IC70 present. activation (rescue from dofetilide block), less the hit threshold, % at 10 µM. 310,000 compounds, 0.51% hits. AID 1511;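 active = activation above the mean of controls blocked by dofetilide plus 5 SD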;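 note: thallium influx through hERG after potassium depolarization seen as dye fluorescence rise; in these data hits start at about 4.7%; inactives centre near -7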
RGS4 pot – potentiators or activators of RGS4. HEK293 M3R/inducible RGS4, carbachol calcium flux Fluo4; hits give low values. B-score at 10 µM. 310,000 compounds, 0.92% hits. AID 463111;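 active = B-score of the integrated calcium signal more than 4 SD below the library mean, with starting fluorescence not abnormally high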;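 note: negative B-score means reduced calcium response which marks RGS4 activation or potentiation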
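test system = M3R-expressing HEK293 line, RGS4 induced by doxycycline | probe or stimulus = carbachol at ECmax as muscarinic agonist stimulus | timing = dye loading 30 min 37 °C, buffer rest 30 min RT | signal = calcium dye Fluo4 fluorescence | evaluation = B score from integrated fluorescence ratio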
GSK3A inh – inhibitors of human GSK-3 alpha kinase | P49840 | ADP-Glo luminescence, 60 min | inhibition, % at 10 µM | 320,000 compounds, 0.1% hits | AID 2650;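 in the data active = inhibition above about 50%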;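 note: GST-tagged GSK-3 alpha with peptide substrate and 25 µM ATP; 0% = DMSO neutral wells and 100% = GW8510 positive control wells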
KCNK9 block – human KCNK9 channel inhibition | Q9NPC2 | HEK293 KCNK9, FluxOR thallium flux fluorescence; hits give low values | B-score at 10 µM | 310,000 compounds, 1.2% hits;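 active = ratio B-score over 3 SD below the library mean, with starting fluorescence within 5 SD of its mean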;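 note: negative B-score means less thallium flux so channel inhibition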
Target sequence (Q9NPC2 whole entry, looked up): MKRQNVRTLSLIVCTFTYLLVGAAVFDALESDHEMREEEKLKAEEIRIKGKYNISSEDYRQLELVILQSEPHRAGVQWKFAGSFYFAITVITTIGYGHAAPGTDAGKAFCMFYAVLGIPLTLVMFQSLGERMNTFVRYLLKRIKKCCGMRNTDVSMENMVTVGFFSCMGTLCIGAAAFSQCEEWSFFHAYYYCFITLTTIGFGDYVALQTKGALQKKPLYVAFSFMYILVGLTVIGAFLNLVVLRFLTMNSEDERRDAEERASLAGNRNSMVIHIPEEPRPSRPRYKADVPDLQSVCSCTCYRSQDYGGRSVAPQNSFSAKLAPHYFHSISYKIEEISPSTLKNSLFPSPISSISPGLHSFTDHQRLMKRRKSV
KCNQ1 inh – human KCNQ1 channel inhibition; P51787; CHO-K1 KCNQ1, FluxOR thallium flux fluorescence; hits give high values; B-score at 10 µM; 310,000 compounds, 1.3% hits; AID 2642;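 active = compounds whose thallium flux B-score, printed positive for inhibition, exceeds three library SD while starting fluorescence stays within three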;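 note: channel opened by potassium depolarization with thallium stimulus after 20 min compound exposure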
PolyA inhibitor – inhibitors of polyadenylation in S. cerevisiae; AID 1875; calls only at 12 µM; 300,000 compounds, 0.02% hits; S. cerevisiae SKY197-pL101 polyadenylation reporter, beta-gal luminescence; efflux-impaired pdr1/pdr3 knockout yeast; score 100 = 6 SD above DMSO;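 active = lowest replicate activity score at least 50, where 100 means six control SD above control mean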;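 note: yeast exposed to compound for 9 h at 30 °C; higher score means more reporter readthrough which indicates perturbed polyadenylation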
DYRK1A inh – Dyrk1A (rat) kinase inhibition; Q63470; ADP-Glo luminescence, NFATc1 peptide; inhibition, % at 12.5 µM; 310,000 compounds, 0.43% hits; AID 504441; in the data active = inhibition above about 50%;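 note: plate controls were vehicle with enzyme for no effect and no enzyme for full effect; many of its hits are not listed in these tables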
RGS4 block – inhibitors of human RGS4; HEK293 M3R/RGS4 inducible, Fluo-4 calcium flux; hits give high values; triggered by carbachol at its EC20; B-score at 10 µM; AID 463165; 310,000 compounds, 0.45% hits; P49798;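 active = B-score, a plate-corrected calcium signal, over three deviations above library mean, with baseline fluorescence within five deviations of library mean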;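 note: RGS4 expression induced by doxycycline in cells with stable M3 receptor; B-score is computed from the integrated fluorescence ratio over baseline after carbachol; higher B-score means a larger calcium signal and so more RGS4 inhibition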
Target sequence (P49798 whole entry, looked up): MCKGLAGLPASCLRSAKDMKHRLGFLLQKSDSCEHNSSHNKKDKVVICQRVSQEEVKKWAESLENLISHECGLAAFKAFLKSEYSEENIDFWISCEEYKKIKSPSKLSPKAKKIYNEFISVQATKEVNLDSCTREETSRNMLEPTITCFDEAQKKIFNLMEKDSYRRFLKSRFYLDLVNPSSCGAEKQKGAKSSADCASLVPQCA
KCNK3 inh – human KCNK3 channel inhibition, primary screen; 340,000 compounds, 0.84% hits; B-score at 10 µM; AID 602410; CHO-KCNK3 thallium flux, FluxOR fluorescence; hits give low values;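 active = B-score under library mean minus 4 SD, starting fluorescence ratio at most library mean plus 5 SD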;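 note: more negative B-score means stronger inhibition of thallium flux through KCNK3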
Target sequence (O14649 whole entry, looked up): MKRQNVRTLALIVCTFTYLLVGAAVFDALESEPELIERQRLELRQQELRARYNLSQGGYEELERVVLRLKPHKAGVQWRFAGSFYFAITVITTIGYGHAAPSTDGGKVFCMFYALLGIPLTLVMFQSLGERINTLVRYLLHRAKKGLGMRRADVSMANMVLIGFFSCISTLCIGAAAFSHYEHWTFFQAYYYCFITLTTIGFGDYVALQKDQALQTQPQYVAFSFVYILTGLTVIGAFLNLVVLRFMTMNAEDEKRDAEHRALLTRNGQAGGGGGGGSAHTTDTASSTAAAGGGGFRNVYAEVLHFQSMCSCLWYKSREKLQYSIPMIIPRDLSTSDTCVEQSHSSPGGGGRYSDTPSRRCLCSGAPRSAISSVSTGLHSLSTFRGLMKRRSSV
* = called active by the depositor; i = inactive; . = no result given. Only part of the results is shown; rates above refer to the full screens.

entry | structure | KCNQ1 pot | GSK3beta inhib | hERG rescue | RGS4 pot | GSK3A inh | KCNK9 block
1 | CCCCc1c(O)n2c(nc3ccccc32)[nH]c1=O | i | 4 | -6 | i | 1 | i
2 | O=C(N/N=C\c1ccc2c(c1)OCO2)c1cncc(Br)c1 | i | 4 | -4 | i | 2 | i
3 | Cc1ccc(C(=O)Nc2nc(-c3cccnc3)cs2)o1 | i | 2 | -9 | i | 3 | i
4 | COc1ccc(-n2c(SCC(=O)Nc3ccc(NC(C)=O)cc3)nc3c([nH]c4ccccc43)c2=O)cc1OC | i | 0 | -10 | i | 3 | i
5 | Cc1ccc(NCc2ccccc2F)cc1 | i | -1 | -7 | i | 0 | i
6 | COCc1nnc(NS(=O)(=O)c2ccc(Br)cc2)s1 | i | 8 | -5 | i | -2 | i
7 | FC(F)(F)c1cc(Oc2ccccc2Cl)nc(-c2ccccn2)n1 | i | -2 | -8 | i | -2 | i
8 | OC(COc1ccc(F)cc1Cl)CN1CCC(Cc2ccccc2)CC1 (configuration not stated) | i | -2 | -15 | i | 0 | i
9 | COc1ccc(C)c2sc(N(CCN(C)C)C(=O)/C=C/c3cccs3)nc12 | i | -1 | -25 | i | -1 | i
10 | CSc1ccc(S(=O)(=O)NCc2ccccc2)cc1 | i | -2 | -10 | i | -2 | i
11 | CCC(CO)Nc1ccc(-c2n[nH]c(=O)c3ccccc23)cc1[N+](=O)[O-] (configuration not stated) | i | 0 | -2 | i | 1 | i
12 | CC1COc2ccccc2N1S(=O)(=O)c1cc(Cl)ccc1Cl (configuration not stated) | i | 3 | -7 | i | -1 | i

entry | KCNQ1 inh | PolyA inhibitor | DYRK1A inh | RGS4 block | KCNK3 inh
1 | i | i | . | i | i
2 | i | i | 2 | i | i
3 | i | i | 47 | i | i
4 | i | i | -2 | i | i
5 | i | i | -9 | i | i
6 | i | i | 0 | i | i
7 | i | i | -4 | i | i
8 | i | i | 51* | i | i
9 | i | i | 3 | i | i
10 | i | i | -2 | i | i
11 | i | i | 30 | i | i
12 | i | i | -1 | i | i

Remaining list, next part
entry | structure | KCNQ1 pot | GSK3beta inhib | hERG rescue | RGS4 pot | GSK3A inh | KCNK9 block
13 | CCCn1c(O)c(CN2CCCCC2)c(C)c(C#N)c1=O | i | 2 | -4 | i | -3 | i
14 | CCn1cc(S(=O)(=O)CC(=O)Nc2cc(C)ccc2C)c2ccccc21 | i | 0 | -5 | i | -2 | i
15 | Cc1onc(-c2ccccc2)c1C(=O)N1CCCN(C(=O)c2c(-c3ccccc3)noc2C)CC1 | i | 1 | -7 | i | 0 | i
16 | CCOc1ccc(C(=O)Nc2cc(-c3nc4ccccc4[nH]3)ccc2C)cc1[N+](=O)[O-] | i | 3 | -3 | -7.1* | -4 | i
17 | Cc1cccc(-n2ccc(=O)c(C(=O)Nc3ccc(S(=O)(=O)Nc4nccs4)cc3)n2)c1 | i | 1 | -9 | i | -7 | i
18 | Cc1nn(CC(C)C)c(Cl)c1C(=O)N(C)CC(=O)Nc1c(Cl)cccc1Cl | i | 0 | -6 | i | -1 | i
19 | COc1ccc(C(C(=O)NCC2CCCO2)N(C(=O)Cn2nnc3ccccc32)c2ccc(NC(C)=O)cc2)cc1 (configuration not stated) | i | 2 | -6 | i | -3 | i
20 | NS(=O)(=O)c1ccc(CCNC(=O)CSc2nc3ccccc3c(=O)n2CCN2CCOCC2)cc1 | i | -1 | -10 | i | 2 | i
21 | CC(=O)NC(Cc1ccccc1F)C(=O)NC1CCN(c2ncccc2[N+](=O)[O-])CC1 (configuration not stated) | i | 1 | -1 | i | -1 | i
22 | CC(C)C(=O)NC(=S)NCC(=O)c1ccccc1 | i | -5 | -11 | i | 0 | i
23 | COc1ccc(C(=O)C[N+]2(C)CCOCC2)cc1 | i | 2 | -5 | i | -1 | i
24 | CCC1CCc2sc(C(=O)NNC(=O)c3ccncc3)cc2C1 (configuration not stated) | i | 0 | -11 | i | -3 | i

entry | KCNQ1 inh | PolyA inhibitor | DYRK1A inh | RGS4 block | KCNK3 inh
13 | i | i | 1 | i | i
14 | i | i | 1 | i | i
15 | i | i | 3 | i | i
16 | i | i | 2 | i | i
17 | i | i | . | i | i
18 | i | i | 1 | i | i
19 | i | i | -3 | i | i
20 | i | i | -3 | i | i
21 | i | i | -3 | i | i
22 | i | i | 2 | i | i
23 | i | i | 1 | i | i
24 | i | i | 6 | i | i

(continued)
entry | structure | KCNQ1 pot | GSK3beta inhib | hERG rescue | RGS4 pot | GSK3A inh | KCNK9 block
25 | Cc1ccc(N2C(N)=C(C#N)C(c3cccnc3)C3=C2CCCC3=O)cc1 (configuration not stated) | i | 5 | -11 | i | -2 | i
26 | CC(C)(C)n1nc2c(c1NC(=O)COc1ccccc1F)CS(=O)(=O)C2 | i | -3 | -15 | i | -3 | i
27 | Cc1cc(C)nc(NCC(O)CNc2ccccc2Cl)n1 (configuration not stated) | i | -1 | -12 | i | 1 | i
28 | O=C1NCN(CCO)CN1 | i | 0 | -5 | i | 6 | i
29 | CCc1cc(-c2[nH]ncc2-c2nc3ccccc3n2C)c(O)cc1O | i | 3 | -13 | i | -2 | i
30 | CCCSc1ccc([C@@H]2[C@H]3C(=O)N(CC)C(=O)[C@H]3[C@]3(C(=O)OC)CCCCN23)cc1OC | i | -5 | -5 | i | -1 | i
31 | Cc1cc(NC(=O)c2cc(C)on2)no1 | i | 3 | -7 | i | -1 | i
32 | CCOc1cc(/C=C2\C(=N)N3N=C(N4CCCCC4)SC3=NC2=O)ccc1OC(=O)c1ccco1 | i | 5 | -7 | i | -2 | i
33 | CC(=O)c1ccc(N=Nc2c(C)[nH][nH]c2=O)cc1 | i | -8 | -2 | i | 26 | i
34 | Cc1ccccc1NC(=O)CSc1nc(=O)n(CCN2CCOCC2)c2c1CCCC2 | i | 1 | -17 | i | -1 | i
35 | CC[C@@]1(c2cccc(C)c2)C(=O)N(C(=O)OC)N1C(=O)OC | i | -5 | 3 | i | -1 | i
36 | COc1cccc(/C=C2\SC(=S)N(CC(=O)N(C)C3CCS(=O)(=O)C3)C2=O)c1 (configuration not stated) | i | -1 | -3 | i | 4 | i

entry | KCNQ1 inh | PolyA inhibitor | DYRK1A inh | RGS4 block | KCNK3 inh
25 | i | i | -5 | i | i
26 | i | i | . | i | i
27 | i | i | -7 | i | i
28 | i | i | -2 | i | i
29 | i | i | 10 | i | i
30 | i | i | 4 | i | i
31 | i | i | -9 | i | i
32 | i | i | 5 | i | i
33 | i | i | 24 | i | i
34 | i | i | 0 | i | i
35 | i | i | 8 | i | i
36 | i | i | -3 | i | i

Values by screen from the entries so far.
KCNQ1 inh for entries 22–31, in order: i, i, i, i, i, i, i, i, i, i
KCNQ1 pot for entries 22–31, in order: i, i, i, i, i, i, i, i, i, i
PolyA inhibitor for entries 22–31, in order: i, i, i, i, i, i, i, i, i, i

Continued:
entry | structure | KCNQ1 pot | GSK3beta inhib | hERG rescue | RGS4 pot | GSK3A inh | KCNK9 block
37 | CC1=CC(C)(C)N(C(=O)CNC2CCCC2)c2cc(C)ccc21 | i | -2 | -12 | i | 1 | i
38 | COc1ccccc1CN1C[C@@H]2C[C@@H](c3ccc(Cl)cc3)N3CCC[C@@]23C1=O | i | 0 | -8 | i | -1 | i
39 | O=C1Nc2ccc(F)cc2C12Nc1ccccc1-c1nnc(SCc3ccccc3F)nc1O2 (configuration not stated) | i | 1 | -7 | i | -4 | i
40 | O=C(O)c1ccc(CN(c2ccccn2)S(=O)(=O)c2ccccc2)cc1 | i | 2 | -4 | i | 2 | i
41 | C=CCn1c(COc2cccc(C)c2)nnc1SCC(=O)c1c[nH]c2c(CC)cccc12 | i | 0 | -4 | i | -1 | i
42 | COC(=O)C1C(=O)CC(C)(O)C(C(=O)OC)C1c1ccc2c(c1)OCO2 (configuration not stated) | i | 1 | -2 | i | 0 | i
43 | Cc1ccc(OCC(=O)NC(=S)Nc2cccc(C)n2)cc1 | i | -3 | -6 | i | -2 | i
44 | COc1ccc(CCNC(=O)c2cccn2C)cc1 | i | 1 | -9 | i | -3 | i
45 | CCOC(=O)c1nn(-c2ccccc2)c2nc(-c3ccc(OC)cc3)c(C#N)c(=O)n12 | i | 2 | -9 | i | 0 | i
46 | O=C(CN1CCN(S(=O)(=O)c2cc(Cl)ccc2Cl)CC1)Nc1ccc2c(c1)OCCO2 | i | -1 | -5 | i | -1 | i
47 | Cc1cccc(/C(N)=N/OC(=O)c2ccc(F)cc2)c1 | i | 2 | -3 | i | 7 | i
48 | Cc1cc(C(F)(F)F)nc(SCC(=O)Nc2ccccc2)n1 | i | -4 | 0 | i | 1 | i

entry | KCNQ1 inh | PolyA inhibitor | DYRK1A inh | RGS4 block | KCNK3 inh
37 | i | i | . | i | i
38 | i | i | 5 | i | i
39 | i | i | -4 | i | i
40 | i | i | -7 | i | i
41 | i | i | 0 | i | i
42 | i | i | -3 | i | i
43 | i | i | 1 | i | i
44 | i | i | 12 | i | i
45 | i | i | -4 | i | i
46 | i | . | 4 | i | i
47 | i | i | 9 | i | i
48 | i | i | -10 | i | i

Later entries
entry | structure | KCNQ1 pot | GSK3beta inhib | hERG rescue | RGS4 pot | GSK3A inh | KCNK9 block
49 | CCCOc1ccc(C2c3c(oc4cc(C)c(C)cc4c3=O)C(=O)N2CCCN2CCOCC2)cc1 (configuration not stated) | i | 1 | -9 | i | 2 | i
50 | Cc1ccnc(NCc2ccc(Br)cc2)c1 | i | 0 | -3 | i | -2 | i
51 | CC1CC(C)CN(C(=O)COC(=O)Cc2c[nH]c3ccccc23)C1 (configuration not stated) | i | 0 | -14 | i | -3 | i
52 | COc1ccc(OCC(=O)Nc2ccccc2C(=O)N2CCOCC2)cc1 | i | 4 | -5 | i | -3 | i

entry | KCNQ1 inh | PolyA inhibitor | DYRK1A inh | RGS4 block | KCNK3 inh
49 | i | i | 12 | i | i
50 | i | i | -3 | i | i
51 | i | i | -4 | i | i
52 | i | i | 1 | i | i

Screening results: PubChem, several laboratories
